APOBEC3A inh: inhibitors of human APOBEC3A DNA deaminase. P31941. recombinant A3A, FAM/TAMRA ssDNA deamination fluorescence. inhibition, % at 20 µM. actives 0.41% (n = 330,000). AID 493011;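 active = at least 40% inhibition at 20 µM here, with at most 30% in a related deaminase screen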;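 note: plate controls were A3A with DMSO for no effect and wells lacking A3A enzyme for full effect; some results filed as inactive read as strong as hits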
Target sequence (P31941 whole entry, looked up): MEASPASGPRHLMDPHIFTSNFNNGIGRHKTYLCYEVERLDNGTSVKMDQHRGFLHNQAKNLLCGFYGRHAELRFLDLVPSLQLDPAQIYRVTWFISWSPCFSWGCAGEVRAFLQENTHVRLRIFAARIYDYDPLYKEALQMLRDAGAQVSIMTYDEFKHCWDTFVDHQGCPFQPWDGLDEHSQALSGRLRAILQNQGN
hIAP activ: increases human intestinal alkaline phosphatase activity. purified human IAP, CDP-Star luminescence, 30 min; stronger effect = higher value; 1 = vehicle-only enzyme, 0 = enzyme-free background. AID 2524. actives 0.16% (n = 330,000). activation factor at 10 µM;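 active = activation factor of the enzyme at least 2-fold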; note: the source names both 10 and 20 µM as test concentration; values of inactives mirror those of a sister screen read the other way
ATG4B inhibitor: inhibitors of human ATG4B cysteine protease | actives 0.51% (n = 340,000) | Q9Y4P1 | inhibition, % at 8.33 µM | ATG4B cleavage of LC3-PLA2, NBD-HPC fluorescence, 1 h; in the data active = inhibition above about 40%
mIAP activ: increases mouse intestinal alkaline phosphatase activity. muIAP, CDP-Star luminescence, 30 min; stronger effect = higher value; 1 = vehicle-only enzyme signal, 0 = enzyme-free wells. actives 0.24% (n = 330,000). AID 2805. activation factor at 10 µM;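 active = activation factor of at least 2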; note: the source names both 10 and 20 µM as test concentration; values of inactives mirror those of a sister screen read the other way
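Assay system: mouse IAP enzyme; Reagent: CDP-Star chemiluminescent phosphatase substrate; Compound: DMSO-dissolved test compounds; Incubation: 30 min, room temperature; Technique: luminescence from enzymatic CDP-Star hydrolysis; Controls: DMSO-only wells and no-enzyme negative control.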
MPTP block: permeability transition pore inhibition; inhibition, % at 10 µM; isolated mouse mitochondria, Ca2+ swelling absorbance, 30 min; actives 1.4% (n = 360,000); AID 602449;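 active = inhibition of 50% or more, scaled per plate between neutral and stimulator controls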;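 note: 0% = DMSO wells given calcium and 100% = 1 mM EGTA wells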
mIAP inh: blocks mouse intestinal alkaline phosphatase; purified mouse IAP, CDP-Star luminescence, 30 min; inhibition, % at 10 µM; actives 0.2% (n = 330,000);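 active = inhibition of at least 40% at 10 µM in the primary screen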;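 note: plate controls were DMSO with enzyme for no effect and no enzyme wells for full effect; values of inactives mirror those of a sister screen read the other way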
A3G deaminase: inhibitors of human APOBEC3G DNA deaminase; AID 493012; recombinant A3G, ssDNA deamination FAM/TAMRA fluorescence; inhibition, % at 20 µM; Q9HC16; actives 0.28% (n = 330,000);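 active = inhibition of at least 40% at 20 µM, with no more than 30% in the related APOBEC3A deaminase screen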;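 note: plate controls were DMSO wells with A3G for no effect and wells lacking A3G enzyme for full effect; some compounds called inactive have numbers as strong as hits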
Target sequence (Q9HC16 whole entry, looked up): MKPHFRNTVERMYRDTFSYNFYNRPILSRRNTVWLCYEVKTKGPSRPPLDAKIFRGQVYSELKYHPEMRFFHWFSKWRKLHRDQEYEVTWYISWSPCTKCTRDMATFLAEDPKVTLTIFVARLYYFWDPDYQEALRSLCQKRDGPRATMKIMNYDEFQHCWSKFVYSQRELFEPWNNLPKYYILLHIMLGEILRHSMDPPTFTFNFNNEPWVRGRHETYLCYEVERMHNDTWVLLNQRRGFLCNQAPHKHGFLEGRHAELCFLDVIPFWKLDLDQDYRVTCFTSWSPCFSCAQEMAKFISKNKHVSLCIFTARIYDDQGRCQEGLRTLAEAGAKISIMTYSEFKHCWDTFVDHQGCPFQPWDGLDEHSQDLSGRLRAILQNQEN
beta cell repl: induces beta-cell replication in MIN6 cells; MIN6 cells proliferation, ATPlite luminescence, 48 h; cells starved in 0.2% serum; 100% = growth in 10% serum; proliferation, % at 10 µM; actives 0.29% (n = 330,000); AID 2380;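 active = compounds whose signal lies at least 3.5 SD above the mean of all wells on their plate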;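 note: 0% = DMSO-treated cells in low-serum medium and 100% = 10% serum control; some compounds called inactive have numbers as strong as hits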
hIAP block: human IAP inhibition; purified IAP, CDP-Star luminescence, 30 min; AID 2544; P09923; actives 0.12% (n = 330,000); inhibition, % at 10 µM;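 active = inhibition reaching a set limit with compound at 10 µM in the primary screen, cut at about 35% in these data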;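 note: plate controls were DMSO wells with enzyme for no effect and no-enzyme buffer wells for full effect; values of inactives mirror those of a sister screen read the other way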
* hit, by the source's call; x = not tested or not shown. Compounds as they come; about 3.3% have a hit in one of these screens.

SMILES | APOBEC3A inh | hIAP activ | ATG4B inhibitor | mIAP activ | MPTP block | mIAP inh | A3G deaminase | beta cell repl | hIAP block
Cn1c(CSc2nc3ccccc3s2)nnc1SCC(=O)NCCCN1CCOCC1 | 0 | 0.97 | -12 | 1 | -2.8 | -4 | 0 | 2 | 2
CCCN=C1N(CC)C[C@@H]2[C@@H]3C(=O)N(C)C(=O)[C@@H]3[C@](C)(C(=O)OC)N12 | 6 | x | 4 | 0.88 | -1.6 | 12 | 11 | x | x
C#CCNC(=O)C1=C[C@H](C2CCCCC2)[C@@H](CCCO)[C@H](OCC)O1 | -5 | 0.95 | -6 | 1.2 | 0.7 | -15 | -12 | 0 | 5
CCOC(=O)/C(C#N)=C1\CCCN1CC(N)=S | -2 | 0.96 | -2 | 0.81 | 0.4 | 19 | 1 | -3 | 4
CCC(=O)Nc1c(-c2ccccc2Cl)c(=O)c2ccccc2n1CC | 3 | 0.98 | -1 | 0.95 | -0.9 | 5 | -7 | 1 | 2
Cc1ccc2nc(C)c3c(c2c1)COC3 | 62* | 1.1 | -8 | 0.89 | -0.3 | 11 | -5 | 0 | -8
O=[N+]([O-])c1ccc(Oc2c(F)c(F)nc(N3CCCC3)c2F)cc1 | -15 | 0.87 | -8 | 0.85 | 2.4 | 15 | -5 | -4 | 13
CC(C)(C)NC(=O)NC(=O)CSc1n[nH]c(-c2ccccc2Br)n1 | 2 | 0.91 | -11 | 0.98 | 9.6 | 2 | -3 | -1 | 10
CN1CCN(C2=NC3(CCCC3)C(C#N)C(=O)N2)CC1 (stereo not given) | 1 | 0.98 | -6 | 0.93 | -0.4 | 7 | -2 | -2 | 2
CCCCNS(=O)(=O)c1ccc(NC(=O)C2c3ccccc3Oc3ccccc32)cc1 | 2 | 0.93 | 1 | 1.5 | 13 | -52 | 1 | -2 | 7
Cc1cccc(NC(=O)c2ccccc2OCC(=O)N2CCCC2)c1C | 3 | 1.1 | x | 0.91 | x | 10 | 3 | -2 | -5
Fc1ccc(-c2nnsc2Sc2ccccn2)cc1 | -4 | 0.99 | -2 | 0.96 | -0.3 | 4 | -9 | -4 | 1
Clc1cccc2sc(N3CCCC3)nc12 | -4 | 1 | 3 | 0.99 | -0.8 | 0 | -7 | -1 | -3
COc1cc(C)nc(NC(=O)NC(=O)c2ccc(C(F)(F)F)cc2)n1 | -4 | 1.4 | 1 | 1 | 0.9 | -1 | -10 | 3 | -42
CC(C)CNc1c(N)c(=O)oc2ccccc12 | -6 | 0.95 | 4 | 0.93 | 0.3 | 7 | -7 | -2 | 5
C/C(Cc1ccccc1)=N\NC(=O)CNC(=O)COc1ccccc1 | 1 | 1.1 | -5 | 0.93 | 1.2 | 7 | -3 | -1 | -14
C=CCN(CC=C)CCCOc1ccccc1C(=O)OC | -1 | 0.99 | 2 | 0.92 | 0.0 | 8 | -4 | -2 | 1
CN(CCCN1CCOCC1)C(=O)c1cc(COc2ccc(F)cc2F)on1 | -4 | 0.92 | 2 | 1 | -2.1 | -2 | -2 | -5 | 8
Cc1cc(C)n(CCNS(=O)(=O)c2ccccc2)n1 | -4 | 1 | -6 | 1 | 0.2 | -3 | -5 | -1 | 0
O=C(Oc1c(-c2ccccc2Cl)oc2ccccc2c1=O)c1ccc(Cl)cc1 | 0 | 0.96 | 31 | 0.92 | 2.6 | 8 | -2 | -4 | 4
Cc1cc(=O)n2c(C(=O)Nc3ccc(C(=O)OC(C)C)cc3)c(C(=O)Nc3ccccc3)sc2n1 | 1 | 1 | -4 | 0.86 | 0.3 | 14 | -10 | -3 | 0
CCOC(=O)C1=C(C)NC(C)=C(C(=O)OCC)C1C(=O)OCC(=O)N1CCc2ccccc2C1 | -4 | 0.85 | -11 | 1.1 | 1.3 | -11 | 1 | 4 | 15
O=C(CC1c2ccccc2Oc2ccccc21)NCc1ccco1 | -7 | 0.85 | 21 | 1.1 | 0.4 | -5 | -9 | -3 | 15
CC1CC(C)CN(CCCNC(=O)CN2C(=O)COc3ccc(S(=O)(=O)N4CCOCC4)cc32)C1 (stereo not given) | 2 | 1.6 | -3 | 0.98 | -0.6 | 2 | -1 | 1 | -64
COc1ccc(N(C)S(=O)(=O)c2cccc(C(=O)OCC(=O)N(C)c3ccccc3)c2)cc1 | -4 | 0.98 | -22 | 1 | -0.1 | -3 | 7 | 0 | 2
O=S(=O)(c1cccc(F)c1)N1CCC(CO)(Cc2cccc(F)c2)CC1 | -6 | 1.1 | 7 | 1.1 | 0.5 | -10 | -7 | -2 | -5
CCn1c(CCNC(=O)c2ccc(C)cc2)n[nH]c1=S | -1 | 1 | 4 | 1 | 26 | -4 | 4 | -1 | -5
Cc1n[nH]c(C)c1CCC(=O)N/N=C/c1c(C)[nH]c2ccccc12 | -2 | 1.2 | -14 | 1 | 1.1 | -1 | -9 | -2 | -22
O=C1CCc2cc(S(=O)(=O)N3CCCCC3)cc3c2N1CC3 | 3 | 0.94 | -2 | 1 | -2.7 | -2 | 10 | -1 | 6
Cn1cccc1/C=N/n1c(-c2ccc(Cl)cc2)n[nH]c1=S | -2 | 1.9 | 0 | 0.96 | -0.3 | 4 | 8 | -2 | -88
COc1ccc(NC(=O)CCC(=O)N/N=C/c2ccncc2)cc1 | -6 | 0.97 | 4 | 1.1 | 8.8 | -7 | -5 | 0 | 3
COc1ccc(S(=O)(=O)N(C)CC(=O)NCc2cccnc2)cc1Cl | -4 | 1.1 | -7 | 1.1 | -1.1 | -7 | -9 | -1 | -10
CC(C)N(C(=O)[C@H]1C[C@H](CC(=O)NCCc2ccccn2)C(=O)N2CCc3c([nH]c4cc(-c5ccco5)ccc34)[C@]12C)C(C)C | 2 | x | x | 1.2 | -1.3 | -17 | 0 | x | x
Cc1ccccc1OCC(=O)Nc1ccc(N2CCN(C(=O)C(C)C)CC2)c(Cl)c1 | -1 | 1.1 | -12 | 1.2 | 9.9 | -25 | -1 | -4 | -7
C=CCn1c(N)cc(=O)nc1SC(C)C(=O)Nc1ccc(C(=O)OCC)cc1 (stereo not given) | -1 | 1.3 | 9 | 1.1 | 0.1 | -6 | 0 | -1 | -30
CCCn1c(SCC(=O)Nc2cccc(C)n2)nnc1C(C)C | -4 | 1.2 | 9 | 1 | -2.0 | -3 | -5 | 4 | -19
Cc1ccc(S(=O)(=O)N(C)C)cc1NC(=O)c1cc(-c2ccncc2)nc2ccccc12 | 12 | 1 | -15 | 0.91 | 2.0 | 9 | -6 | 1 | 0
O=C(CCS(=O)(=O)c1cccc2nonc12)NC1CCCCCC1 | -2 | 0.91 | -6 | 1 | -0.3 | -2 | -3 | -3 | 9
Cc1ccc(C(=O)N/C(=C/C=C\c2ccccc2)C(=O)NCc2ccco2)cc1 | 3 | 1.2 | -10 | 1 | 6.6 | -3 | 6 | -1 | -21

Entries of single compounds, looked up by structure. Order of screens: APOBEC3A inh, hIAP activ, ATG4B inhibitor, mIAP activ, MPTP block, mIAP inh, A3G deaminase, beta cell repl, hIAP block
O=C1CCc2cc(S(=O)(=O)N3CCCCC3)cc3c2N1CC3 is listed with 3, 0.94, -2, 1, -2.7, -2, 10, -1, 6
Cc1cc(=O)n2c(C(=O)Nc3ccc(C(=O)OC(C)C)cc3)c(C(=O)Nc3ccccc3)sc2n1 is listed with 1, 1, -4, 0.86, 0.3, 14, -10, -3, 0
Cc1n[nH]c(C)c1CCC(=O)N/N=C/c1c(C)[nH]c2ccccc12 is listed with -2, 1.2, -14, 1, 1.1, -1, -9, -2, -22
Cc1ccccc1OCC(=O)Nc1ccc(N2CCN(C(=O)C(C)C)CC2)c(Cl)c1 is listed with -1, 1.1, -12, 1.2, 9.9, -25, -1, -4, -7

An excerpt from above in order of SMILES length, lowest first.
SMILES | APOBEC3A inh | hIAP activ | ATG4B inhibitor | mIAP activ | MPTP block | mIAP inh | A3G deaminase | beta cell repl | hIAP block
O=C1CCc2cc(S(=O)(=O)N3CCCCC3)cc3c2N1CC3 | 3 | 0.94 | -2 | 1 | -2.7 | -2 | 10 | -1 | 6
Cn1cccc1/C=N/n1c(-c2ccc(Cl)cc2)n[nH]c1=S | -2 | 1.9 | 0 | 0.96 | -0.3 | 4 | 8 | -2 | -88
COc1ccc(N(C)S(=O)(=O)c2cccc(C(=O)OCC(=O)N(C)c3ccccc3)c2)cc1 | -4 | 0.98 | -22 | 1 | -0.1 | -3 | 7 | 0 | 2
CC(C)N(C(=O)[C@H]1C[C@H](CC(=O)NCCc2ccccn2)C(=O)N2CCc3c([nH]c4cc(-c5ccco5)ccc34)[C@]12C)C(C)C | 2 | x | x | 1.2 | -1.3 | -17 | 0 | x | x

Compound activity as filed in PubChem.
